PDI inh: inhibitors of human protein disulfide isomerase | P07237 | PDI insulin aggregation turbidity, A650, 90 min | inhibition, % at 10 µM | actives 0.052% (n = 350,000) | AID 588391;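 active means mean inhibition across replicates of 30% or more, whatever share of single replicates reach that level; inconclusive means mean inhibition below 30% while every single replicate reaches 30%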;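 further: absorbance from insulin aggregation driven by PDI reduction with DTT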
CaV13 FRET inh: Disruptors of the CACNA1D IQ motif to Ca2+-dependent inactivation inhibitor domain association, primary screening, Förster resonance energy transfer in intact living …. HEK cells, CFP/YFP FRET ICDI-IQ, plate reader, 10 min; percent FRET-ratio fall versus neutral wells. inhibition, % at 12.3 µM. actives 0.098% (n = 340,000). AID 743397;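 active means mean replicate inhibition of at least 30% and at least 1% of replicates passing that level; inconclusive means only one of the two criteria is met; inactive means neither criterion is met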;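 further: 0% = median of the neutral control wells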
Vif imaging: inhibitors of HIV Vif. HEK293T cells, Vif self-association by quenched fluorescence, imaging, 24 h. inhibition, % at 7.49 µM. actives 0.35% (n = 340,000). AID 602346; in the data active means inhibition above about 50%, passing the limit was not always enough; inconclusive means no clear call, values can overlap the other calls; inactive means below about 31%; further: some results filed as inactive read as strong as hits
m5-HT2A agonist: mouse HTR2A agonism via beta-arrestin recruitment | CHO-K1 mHTR2A beta-arrestin complementation, luminescence; percent of 30 µM serotonin response | activation, % at 7.6 µM | actives 0.66% (n = 360,000);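 active means activation above a run cutoff, the mean activation of all tested compounds plus 3 SD, cut at about 14% in these data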;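 further: 0% = plate median of compound wells and 100% = 30 µM serotonin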
Exocytosis inh: lytic granule exocytosis inhibition | TALL-104 LAMP-1 surface exposure, flow cytometry; cells stimulated with thapsigargin and PMA | inhibition, % at 10 µM | actives 0.66% (n = 360,000);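 active means inhibition above about 55%, limit read from the data; inconclusive means no clear call, values can overlap the other calls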
hiPSC survival: enhancers of human iPSC single-cell survival | AID 602274 | actives 0.044% (n = 360,000) | hiPSC single-cell survival, ATPlite luminescence; 100% = ROCK inhibitor wells, 0% = DMSO | survival enhancement, % at 20 µM; in the data active means survival enhancement above about 18%;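 further: cells exposed to compounds for 16 hours before the ATP read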
Cardio protect: myocardial damage modulation in H9c2 cells. H9c2 cardiomyocytes, H2O2 injury protection, ATPLite, 2 h. protection from H2O2 cell death, % at 20 µM. actives 0.63% (n = 360,000). AID 588492;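 active means compounds giving at least 50% protection of heart cells from peroxide-induced death in the single-dose screen, raw or plate-pattern-corrected value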;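 further: 0% = DMSO wells with peroxide and 100% = DMSO wells without peroxide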
N-glyco inh: blocks N-linked glycosylation in D54 reporter cells. D54 ERlucT glycosylation luciferase reporter, 24 h; percent of 100 nM tunicamycin response. reporter increase, % at 12.5 µM. actives 0.23% (n = 360,000). AID 588692;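 active means mean luciferase reporter signal, scaled so untreated is 0 and the glycosylation-blocking control 100, at or above a set limit in every replicate; inconclusive means mean reaches the limit but not every replicate does; inactive means mean below the limit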;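 further: luciferase carries N-glycosylation sites so blocking glycosylation raises the light; 0% = median of neutral control wells and 100% = median of 100 nM tunicamycin wells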
aDG glyco act: alpha-DG glycosylation activation | Pro5-aDG cells, alpha-DG glycosylation AlphaScreen (IIH6); 0% Pro5, 100% B10-LARGE cell signal | activation, % at 10 µM | actives 0.22% (n = 360,000) | AID 624168;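 active means activation of at least 8% versus controls, or a plate z-score of at least 8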;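 further: Pro5 are CHO cells carrying HIG-tagged alpha-DG that lacks glycosylation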
ABCB6 inh MLPCN: blocks the human ABCB6 transporter | actives 0.19% (n = 360,000) | fluorescence ratio to DMSO, % at 10 µM | AID 602162 | Q9NP58 | K562-ABCB6 porphyrin accumulation, flow cytometry, 1 h; active compounds read low;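 active means fluorescence ratio to DMSO below 75%, the collection mean minus 3 SD; inconclusive means too few cells collected in the well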;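 further: signal is porphyrin accumulated inside mitochondria; 100% equals median channel fluorescence of DMSO control wells; lower ratio means ABCB6 inhibition with less porphyrin fluorescence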
Target sequence (Q9NP58 whole entry, looked up): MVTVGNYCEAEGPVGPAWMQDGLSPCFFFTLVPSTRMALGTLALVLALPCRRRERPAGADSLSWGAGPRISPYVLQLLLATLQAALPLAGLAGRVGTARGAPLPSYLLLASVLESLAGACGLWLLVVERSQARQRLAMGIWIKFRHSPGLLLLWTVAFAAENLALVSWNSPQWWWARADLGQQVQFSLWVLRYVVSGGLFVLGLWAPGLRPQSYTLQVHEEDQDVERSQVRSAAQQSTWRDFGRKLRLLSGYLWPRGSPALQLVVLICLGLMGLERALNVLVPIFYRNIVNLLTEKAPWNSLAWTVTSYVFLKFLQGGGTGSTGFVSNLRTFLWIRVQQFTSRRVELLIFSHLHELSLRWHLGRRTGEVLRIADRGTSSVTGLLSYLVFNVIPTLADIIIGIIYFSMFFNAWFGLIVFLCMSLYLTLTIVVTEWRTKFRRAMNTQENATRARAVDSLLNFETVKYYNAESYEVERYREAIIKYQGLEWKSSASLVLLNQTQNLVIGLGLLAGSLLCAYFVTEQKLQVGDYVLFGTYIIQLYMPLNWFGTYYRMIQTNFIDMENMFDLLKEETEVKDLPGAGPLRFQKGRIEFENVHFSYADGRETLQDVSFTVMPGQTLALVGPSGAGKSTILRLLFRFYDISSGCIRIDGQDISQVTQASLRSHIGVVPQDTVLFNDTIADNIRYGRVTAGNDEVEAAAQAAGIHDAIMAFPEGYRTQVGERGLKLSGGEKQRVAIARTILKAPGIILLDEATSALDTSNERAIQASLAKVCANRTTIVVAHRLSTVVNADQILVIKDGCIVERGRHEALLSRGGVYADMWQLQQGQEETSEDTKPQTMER
An asterisk follows results filed as active; ? = inconclusive; / = no result given.

SMILES | PDI inh | CaV13 FRET inh | Vif imaging | m5-HT2A agonist | Exocytosis inh | hiPSC survival | Cardio protect | N-glyco inh | aDG glyco act | ABCB6 inh MLPCN
COc1ccc(C(=O)O/N=C(\N)Cc2ccc(Cl)cc2Cl)cc1OC | -4 | -17 | -4 | 6 | ? | -0.7 | -17 | 6 | 0.3 | 93
CC(=O)n1cc([C@@H]2C=C(C(=O)N3CCN(Cc4ccc5c(c4)OCO5)CC3)O[C@H](OCCCCO)C2)c2ccccc21 | 5 | -4 | -6 | -1 | -5 | -2.1 | 23 | -1 | -0.3 | 93
Cc1cccc(NC(=O)c2cnc3n(c2=O)CCS3)c1 | 0 | -6 | 4 | 1 | -4 | -2.1 | 1 | -3 | -0.1 | 87
O=C(COC(=O)CCC(=O)c1ccc(F)cc1)Nc1ccc2[nH]c(=O)[nH]c2c1 | 16 | -15 | 0 | 1 | -3 | -0.1 | 1 | 3 | 0.1 | 96
O=C1c2oc3ccccc3c(=O)c2C(c2cccs2)N1CCCN1CCOCC1 (configuration not stated) | -6 | / | / | 7 | 0 | 0.2 | 4 | 0 | -0.1 | 100
CCCC1CC(C(=O)NC(C(C)Cl)C2OC(SC)C(O)C(O)C2O)N(C)C1 (configuration not stated) | -3 | -5 | 20 | 6 | 2 | 1.2 | -5 | 2 | 0.0 | 98
COc1ccc(CNC(=O)C(c2ccc(C)o2)N(Cc2cccs2)C(=O)Cc2cccs2)cc1 (configuration not stated) | -2 | -2 | / | -2 | 77* | -1.8 | 8 | 0 | -0.4 | 88
CCCOC(=O)NC(CC)COC(=O)Nc1cc(C)ccc1C (configuration not stated) | -6 | / | -3 | -1 | -3 | -1.7 | 3 | -1 | 0.0 | 91
COc1ccc(Cl)cc1-c1n[nH]c(=S)o1 | -1 | -4 | 26 | 0 | -5 | -0.9 | 2 | 13 | -0.1 | 92
CN(C)c1ccc(N=C/C=C2\N(C)c3ccccc3C2(C)C)cc1 | -1 | / | 15 | -6 | -1 | -3.2 | -38 | -9 | 1.5 | 229
CCOc1ccc(N2CC(C(=O)NCc3ccccc3)CC2=O)cc1 (configuration not stated) | 5 | 5 | -4 | 3 | -2 | 0.3 | -3 | 2 | 0.3 | 96
CN(C)c1ccc(/C=N/n2ncc3ccccc32)cc1 | 6 | / | 2 | -1 | 0 | -1.8 | -18 | -18 | -0.1 | 98
O=C(COC(=O)c1ccco1)Nc1cccc(Br)c1 | 3 | -6 | -12 | -1 | 1 | -1.4 | -1 | 0 | -0.1 | 104
O=C(NCC(=O)N(c1ccccc1)C(C(=O)NC1CCCC1)c1ccncc1)c1ccco1 (configuration not stated) | -3 | / | / | 4 | -2 | -1.6 | -2 | 2 | 0.2 | 94
O=C(N/N=C/c1c(Cl)cccc1Cl)c1ccccc1F | -1 | -5 | 3 | -1 | -17 | -0.4 | -3 | 0 | 0.2 | 100
Cc1ccc2c(c1)N(C(=O)CCC(=O)NC1CCC(C)CC1)CCO2 (configuration not stated) | / | -20 | / | -8 | -1 | 2.4 | 8 | 3 | -0.5 | 97
CC1=C(C(=O)Nc2ccc(C(=O)N3CCN(c4ccccc4F)CC3)cc2)SCCO1 | 1 | -6 | -6 | -5 | 4 | 0.2 | 0 | -4 | 0.7 | 101
c1ccc(COc2ccc(OCCCN3CCCC3)cc2)cc1 | 0 | -5 | 3 | -6 | 2 | -1.3 | -4 | -21 | 0.1 | 94
COc1ccccc1NC(=O)CN1C(=O)CCS(=O)(=O)c2ccccc21 | -9 | / | 16 | 3 | -2 | -3.0 | 1 | 0 | -0.3 | /
O=C1CCC(C(=O)N2CCOCC2)CN1Cc1cccc(C(F)(F)F)c1 (configuration not stated) | -1 | -7 | -1 | -3 | 1 | -0.1 | 1 | 0 | 0.2 | 97
Cc1nc(C(C)N(C)Cc2c(C(=O)N3CCCCC3)nc3c(C)cccn23)c(C)s1 (configuration not stated) | -8 | -4 | -11 | 1 | -1 | -1.5 | -1 | 0 | 0.4 | 102
O=C(O)COc1ccccc1/C=N/NC(=O)CSc1nc2ccccc2n1Cc1ccccc1Cl | 0 | -3 | -6 | 6 | ? | -0.7 | -1 | -3 | 0.0 | 95
COc1ccc2[nH]c3nc(SCC(=O)Nc4cccc(NC(C)=O)c4)nnc3c2c1 | -1 | -2 | -1 | -1 | -6 | -0.1 | 4 | 1 | 0.0 | 103
CC1(C)Cc2noc(N)c2C(C)(C)N1OC(=O)c1cccs1 | 0 | -3 | -8 | 3 | 7 | -2.1 | -2 | -1 | 0.0 | 136
CCN(CC)c1ccc(C(=O)N/N=C/c2ccccc2OC(F)F)cc1 | 6 | -3 | 0 | 0 | -2 | -0.8 | 45 | -3 | 0.3 | 98
Next section:
SMILES | PDI inh | CaV13 FRET inh | Vif imaging | m5-HT2A agonist | Exocytosis inh | hiPSC survival | Cardio protect | N-glyco inh | aDG glyco act | ABCB6 inh MLPCN
CCOC(=O)N1CCC(NC(=O)C(NS(=O)(=O)c2cccc3nsnc23)c2ccccc2)CC1 (configuration not stated) | 2 | 8 | 8 | 7 | 0 | 0.9 | -5 | 0 | 0.2 | 89
Cc1ccc(NC(=O)CN(C)C(=O)COC(=O)CNS(=O)(=O)c2ccc(F)c(F)c2F)cc1 | 8 | -15 | 0 | 7 | 0 | 0.2 | -6 | 0 | 0.1 | 96
O=C(Nc1nnc(-c2cccnc2)s1)c1cccs1 | 3 | -16 | 3 | 4 | -2 | -0.5 | -7 | 2 | -0.2 | 100
Cn1nnnc1SCc1ccc(C(=O)Nc2nccs2)cc1 | -4 | -9 | -7 | 7 | -1 | -3.8 | -5 | 3 | -0.1 | 91
Cc1ccc(OCCn2cc(/C=C(\C#N)C(=O)NCC3CCCO3)c3ccccc32)cc1C (configuration not stated) | -3 | -3 | -4 | 0 | 1 | -0.2 | 0 | -1 | -0.2 | 95
CCOC(=O)c1c(C)[nH]c(C)c1S(=O)(=O)N(C)CC(=O)NCc1cccc(Br)c1 | 1 | -3 | 2 | 1 | 0 | -0.6 | 10 | -2 | 0.2 | 98
Cn1cc(/C=C/c2nc3ccccc3c(=O)n2-c2cccc([N+](=O)[O-])c2)c2ccccc21 | -4 | -6 | -5 | -3 | -2 | 1.4 | -1 | 1 | -0.4 | 99
COc1ccccc1C(=O)NCC(=O)OCC(=O)Nc1cccc(S(=O)(=O)N(C)C)c1 | 13 | 9 | 22 | -4 | 0 | -0.5 | 8 | 1 | 0.3 | 99
COc1ccc(Nc2cc(C(=O)NCc3ccco3)c3ccccc3n2)c(OC)c1 | -5 | -11 | -6 | 4 | -2 | 0.0 | 18 | 3 | -0.8 | 100
N#C/C(=C\c1ccccc1Br)C(=O)NC1CC1 | -14 | -6 | 9 | -4 | 0 | 0.3 | 0 | 5 | 0.1 | 110
Cc1c(NS(=O)(=O)c2cccc(C(=O)O)c2)c(=O)n(-c2ccccc2)n1C | -5 | -2 | -7 | -2 | -1 | -0.2 | 4 | 0 | 0.1 | 98
CCCCNC(=O)/C(=C\c1ccc([N+](=O)[O-])o1)NC(=O)c1ccccc1 | 6 | -4 | -4 | 5 | 0 | -2.6 | 2 | 7 | 0.2 | 107
O=C(Nc1ccc2c(c1)OCO2)C1CCN(S(=O)(=O)c2cccs2)CC1 | -6 | -4 | / | -1 | -2 | 0.2 | -10 | 3 | -0.2 | 93
CCC(=O)Nc1cc(C(=O)O)ccc1Sc1ccc(Cl)cc1 | -1 | -5 | 5 | 2 | 0 | 1.5 | -5 | 1 | -0.2 | 101
Cc1ccsc1/C=N/Nc1ccc(C(=O)O)cc1 | 20 | -4 | -7 | -2 | -6 | -0.4 | 2 | -23 | -0.1 | 102
COc1ccc(OC)c(CNS(=O)(=O)c2cc(CN3C(=O)c4cccnc4C3=O)ccc2OC)c1 | -2 | -5 | -2 | 2 | -3 | -0.5 | -4 | 3 | 0.0 | 101
Cc1ccc(NS(=O)(=O)c2ccc3[nH]c(=O)c(=O)[nH]c3c2)cc1Cl | 3 | -16 | -4 | -4 | 2 | 2.5 | -1 | -1 | -0.3 | 83
O=S1(=O)N=C(Nc2nncs2)c2ccccc21 | 3 | / | 1 | 2 | -1 | -0.2 | 9 | -1 | -0.2 | 103
Cc1cccc(C)c1NC(=S)N(Cc1cccnc1)Cc1ccccc1Cl | -11 | 7 | -1 | 9 | -2 | -0.4 | 1 | 0 | 0.6 | 90
COc1ccc(S(=O)(=O)N2CCOCC2)cc1NC(=O)c1ccc(S(=O)(=O)N2CCCCC2)cc1 | -7 | -7 | -10 | 5 | -2 | -0.4 | 6 | -4 | -0.2 | 100
CCCNC(=O)Cn1c(=O)oc2cc(S(=O)(=O)N3CC(C)CC(C)C3)ccc21 (configuration not stated) | 7 | -3 | 14 | -3 | -1 | 0.7 | 7 | -2 | -0.1 | 97
COC(=O)c1ccc(OC(=O)CN2C(=O)c3ccccc3C2=O)cc1 | -47 | -20 | 21 | 0 | 14 | 0.0 | -2 | 2 | -0.2 | 101
Cc1onc(-c2c(F)cccc2Cl)c1C(=O)OCC(=O)N(C)c1ccccc1 | 3 | -10 | / | 1 | 2 | 3.3 | -3 | -4 | 0.0 | 104
COc1ccc([N+](=O)[O-])cc1C1NN=C(c2ccccc2O)S1 (configuration not stated) | 14 | -5 | -12 | 3 | 1 | -1.9 | -3 | -1 | 0.0 | 98
O=C(Nc1ccc(F)cc1)C(c1cccc(F)c1)N1CCN(c2cccc(C(F)(F)F)n2)CC1 (configuration not stated) | / | -3 | / | -6 | 2 | / | / | / | 0.0 | /
CC1(C)CCCC2=C1CC1C(=O)N(c3ccccc3)C(=O)C1C2 (configuration not stated) | 3 | -5 | -3 | -2 | 6 | -2.5 | -9 | 1 | -0.6 | 101
Cc1cccc(C(=O)NCCc2ccc(S(N)(=O)=O)cc2)c1[N+](=O)[O-] | -5 | -4 | 2 | -1 | -1 | 0.0 | -2 | 0 | -0.2 | 95
CC(C)c1ccc(NC(=O)COC(=O)CCC(=O)c2cccs2)cc1 | 3 | -3 | -1 | 5 | 0 | -0.4 | 1 | 2 | -0.4 | 99
O=C(NCc1ccco1)C(c1ccccc1)N(Cc1cccnc1)C(=O)Cn1nnc2ccccc21 (configuration not stated) | -8 | -6 | 0 | 0 | -1 | -1.5 | 3 | -1 | -0.2 | 94
C#CCOCCOCCOCCNc1nc(N2CCN(C(=O)CCCCCCCCCCNC(=O)[C@H](CCCCN)n3cc(C)nn3)CC2)nc(N2CCN(C(=O)CCCCCCCCCCNC(=O)[C@@H]([C@H](C)O)n3cc(C)nn3)CC2)n1 | 3 | / | 13 | 5 | -1 | 2.1 | 11 | -5 | -0.1 | 93

From PubChem BioAssay
